MEKK2 WT-MEK5 – raises or lowers MEK5 binding to wildtype human MEKK2 PB1 domain; actives 1.1% (n = 290,000); AID 1531; bead flow cytometry, Alexa488-MEK5 binding to MEKK2 WT; actives lie on both sides; binding response (% of control), % at 10 µM; in the data active = binding response below about 67% or above about 130%; inconclusive = no clear call, values can overlap the other calls; inactive = in between
PfM18AAP inh – blocks P. falciparum M18 aspartyl aminopeptidase | actives 1.2% (n = 290,000) | inhibition, % at 7.35 µM | recombinant PfM18AAP, H-Glu-NHMec fluorogenic cleavage;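 active = inhibition above the campaign mean inhibition over all tested compounds plus 3 SD, cut at about 28% in these data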;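 also: 0% = plate median of test compound wells and 100% = 2 mM ZnCl2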
VIM-2 inh – blocks Pseudomonas aeruginosa VIM-2 metallo-beta-lactamase. actives 0.89% (n = 290,000). AID 1527. purified VIM-2, nitrocefin hydrolysis, epi-absorbance fluorescence. inhibition, % at 5.6 µM;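 active = inhibition above the mean of all tested compounds plus 3 SD, cutoff set per screening run, cut at about 7.5% in these data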;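 also: red hydrolysis product quenches plate fluorescence so inhibitors raise well fluorescence; 0% = enzyme with DMSO and 100% = DMSO without enzyme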
DNA FID counter – displaces DNA intercalator in HCV helicase counter-screen; DNA fluorescent intercalator displacement, fluorescence; actives 0.17% (n = 290,000); AID 1845; inhibition, % at 7.9 µM; in the data active = inhibition above about 37%;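 also: 0% = vehicle and 100% = reference compound; higher means more ethidium bromide displaced from hairpin DNA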
IMP-1 inh – blocks Pseudomonas aeruginosa IMP-1 metallo-beta-lactamase; purified IMP-1, nitrocefin hydrolysis, epi-absorbance fluorescence; inhibition, % at 5.6 µM; actives 0.45% (n = 290,000); AID 1556;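 active = inhibition above the mean plus 3 SD of all compounds in the same screening run, cut at about 4.5% in these data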;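 also: 0% = IMP-1 with DMSO and 100% = DMSO wells lacking enzyme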
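Material – recombinant IMP-1 enzyme, purified · Amount – IMP-1 0.2 nM before substrate addition · Medium – HEPES buffer pH 7.1 with ZnSO4 and Brij 35 · Timing – 25 °C, 15 min preincubation, 25 min reaction · Measured by – plate fluorescence quenching by hydrolysis product, ex 480/em 530 nm · Read-out – percent enzyme inhibition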
NS3 helicase inh – HCV NS3 helicase inhibition; inhibition, % at 10.9 µM; NS3 helicase DNA unwinding, Cy5 molecular beacon fluorescence; actives 0.56% (n = 290,000);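 active = inhibition above the mean of all tested compounds plus 3 SD, set per campaign, cut at about 35% in these data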;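 also: 0% = DMSO wells and 100% = thioflavine S control wells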
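Test system: hepatitis C virus NS3 helicase domain fragment enzyme. Also added: annealed dual-labelled DNA beacon duplex, ATP-started. Timing: 60 min unwinding reaction at 25 °C after ATP addition. Technique: Cy5 fluorescence. Measure: % inhibition of unwinding.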
NALP1 yeast inh – NALP1 inhibition; S. cerevisiae NALP1/ASC/caspase-1 growth, X-gal OD620, 72 h; inhibition, % at 10 µM; actives 0.61% (n = 280,000); AID 2071; in the data active = inhibition mostly above about 24%, no sharp cut-off; inactive = mostly below about 32%; also: some compounds called inactive have numbers as strong as hits
UBC9 SUMO inh – SUMOylation inhibition | AID 2006 | actives 0.36% (n = 290,000) | P63279 | inhibition, % at 35 µM | HTRF SUMOylation assay, SAE1/SAE2 + UBC9, in vitro; in the data active = inhibition above about 50%, passing the limit was not always enough; inconclusive = no clear call, values can overlap the other calls; also: strong numbers were not always called active
Target sequence (P63279 whole entry, looked up): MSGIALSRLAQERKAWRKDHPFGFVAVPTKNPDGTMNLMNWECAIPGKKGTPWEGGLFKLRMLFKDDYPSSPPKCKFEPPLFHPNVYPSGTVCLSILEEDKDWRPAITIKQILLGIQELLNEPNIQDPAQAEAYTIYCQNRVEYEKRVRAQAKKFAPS
MEKK2 mut-MEK5 – signal of MEK5 binding to mutant human MEKK2 PB1 domain; bead flow cytometry, Alexa488-MEK5 binding to MEKK2 mutant; percent response, % at 10 µM; actives 0.35% (n = 290,000); AID 1530; in the data active = percent response above about 24%, passing the limit was not always enough; also: inactives centre near 1; some results filed as inactive read as strong as hits; reference of the scale not given here
* marks the source's active call; other numbers are inactive results; u = inconclusive; x = not tested or not shown; & = joins results of further samples.

SMILES	MEKK2 WT-MEK5	PfM18AAP inh	VIM-2 inh	DNA FID counter	IMP-1 inh	NS3 helicase inh	NALP1 yeast inh	UBC9 SUMO inh	MEKK2 mut-MEK5
CCc1ccc(C2CC(c3ccc(F)cc3)Nc3nc(N)nn32)cc1 (stereo not drawn)	99	0	-4.1	-25	-6.2	2	31	-6	-2
CC(C)(C)OC(=O)N1CCC(c2cc(=O)n3[nH]cc(C(=O)NC4CCCC4)c3n2)CC1	96	7	1.1	-56	-1.8	8	-38	-8	6
O=C(Cn1cnc2cc([N+](=O)[O-])ccc2c1=O)Nc1cccc2ccccc12	93	2	-0.6	9	0.0	19	x	38	2
Cc1ccc(NC2=NC(C(=O)Nc3ccc(C)c(C)c3)CC(=O)N2)cc1 (stereo not drawn)	111	-1	-3.4	-8	-5.0	-1	12	2	4
CC1(C)CC(=O)C(C=NCCN2CCN(C(=S)NC3CCCCC3)CC2)=C(O)C1	100	-9	-2.8	-12	0.2	-8	29	-11	-1
CC(C)C(=O)NCC(c1ccc2c(c1)OCO2)N1CCOCC1 (stereo not drawn)	106	-7	2.8	-5	-2.3	5	-5	14	5
Nc1nc(N2CCN(C/C=C/c3ccccc3)CC2)nc2ccccc12	114	2	-3.5	13	-2.5	-14	31	-6	13
Cc1ccc(C)c(S(=O)(=O)n2cnc3ccccc32)c1	106	4	-2.5	5	-2.0	-1	1	-7	1
CCOC(=O)c1cnc(-c2ccccc2)nc1Oc1ccc(Cl)cc1	103	6	-2.1	-13	-1.6	0	5	18	1
CCOC(=O)N1CCN(C(=O)CSc2ccc(-c3ccncc3)nn2)CC1	118	-8	-4.5	-5	-5.4	-1	26	4	0
Cc1c([N+](=O)[O-])c(N)nn1C	97	3	-3.2	2	-3.3	-1	-3	-6	-4
Cc1ccc(NCc2nnc(SCC(=O)Nc3ncc(C)s3)n2Cc2ccco2)c(C)c1	99	4	-2.5	-26	-1.9	25	10	18	-2
COc1cc2c(cc1OC)C(c1cccnc1)CC(=O)N2 (stereo not drawn)	105	-8	-1.0	-4	-3.4	1	16	-11	3
CCC(=O)c1cn(CC(=O)Nc2ccccc2Cl)c2ccccc12	105	-9	2.0	-7	2.2	11	16	1	3
Cc1ccccc1NC(=O)CNc1ccc(Cl)c(C(F)(F)F)c1	93	-4	-0.5	9	1.4	-7	38	-6	-4
CC(C)(C)c1ccc(OCCC(=O)NC2=NCCS2)cc1	109	6	-3.7	-12	1.9	-3	31	-18	6
CCOc1ccc(N2C(=O)Nc3ccc(Br)cc3C2(O)C(=O)NCCCN(C)C)cc1 (stereo not drawn)	105	-15	1.4	-2	-1.6	7	6	6	5
CCCCCCOc1ccc(/C(C)=N/NC2=NCCN2)cc1	204*	1	-1.7	23	-1.8	-69	88*	3	36*
Cc1nc(S(=O)(=O)N(C)c2ccccc2)c(C#N)c(C)c1Cl	107	0	0.5	-5	0.0	-3	13	7	10
COc1ccc(CCNC(=O)CC2(CC3=NS(=O)(=O)c4ccccc4N3)CCCC2)cc1OC	96	-2	-3.2	-46	-0.8	3	10	x	2
Cc1cccc(N=C2N=C(N)c3ccccc32)c1	96	-1	-2.2	2	-2.9	6	-14	-1	2
C=CCNc1nc(-c2sc(NC(=O)CC)nc2C)cs1	115	-3	-3.8	-5	-2.7	0	4	-2	4
CCOC(=O)C1(CC2CCCCO2)CCN(C(=O)Nc2ccccc2CC)CC1 (stereo not drawn)	98	-8	-3.8	-8	-4.2	-3	-7	-13	0
CCOc1ccc2nc(Nc3nc4ccc(NC(C)=O)cc4s3)sc2c1	99	0	-2.5	-5	-2.6	6	15	-12	-1
CCCCN1C(=O)c2ccc(C(=O)Nc3ccc(S(=O)(=O)N(C)C)cc3)cc2C1=O	96	-2	-2.1	-6	-5.2	2	11	-18	0
Cc1ccccc1-c1nc(S(=O)(=O)c2ccc(Cl)cc2)c(NCCN2CCOCC2)o1	119	-5	0.3	-7	-2.3	-23	-14	4	23
COc1cc(OC)c(C2CC(=O)N3CN(c4ccccc4C)CSC3=C2C#N)cc1OC (stereo not drawn)	90	43*	-1.7	-23	-2.0	14	35	24	0
CCn1cnc2cc(NCc3ccccc3Cl)ccc21	105	11	-4.1	-5	-2.2	-14	6	11	5
CC(=O)Nc1cccc(NC(=O)Nc2ccc(C)c(Cl)c2)c1	102	-2	-2.2	-7	-3.5	1	19	-9	2
Cc1cccc(-n2nc3c(c2NC(=O)c2ccc4c(c2)OCO4)CS(=O)(=O)C3)c1C	92	7	-2.8	-31	-2.2	0	21	3	-4
O=C1CCCC2=C1C(c1cccs1)Nc1ccc3ncccc3c12 (stereo not drawn)	106	3	0.0	-7	-1.1	5	0	11	4
Cc1cccc(/C=N/NC(=O)CN2CCCCCCC2)c1	104	4	-2.4	0	-3.4	-1	24	-11	5
COc1ccc(-n2nc(C(=O)NCc3ccco3)c3ccccc3c2=O)cc1	101	-13	1.1	-2	-1.8	-3	12	6	2
O=C(Nc1c(Cl)cc(Cl)cc1C(=O)NCC1CCCO1)c1ccco1 (stereo not drawn)	105	7	-1.6	-4	0.2	-4	-2	6	4
NC(=O)c1c(NC(=O)C2c3ccccc3Oc3ccccc32)sc2c1CCCCC2	97	9	-3.3	-14	-1.8	26	-3	1	-1
COc1cc(C2C(C#N)=C(N)Oc3cc(C)n(CCN4CCOCC4)c(=O)c32)cc(OC)c1OC (stereo not drawn)	108&102	0	-1.3	-6	-4.2	-5	-6	-6	-2&10
CCOC(=O)c1cc(-c2ccco2)nc2c1c(C)nn2-c1cccc(Cl)c1	94	0	-3.2	-7	-2.0	29	7	37	1
N#Cc1ccsc1NC(=O)CN1CCN(S(=O)(=O)c2ccccc2C(F)(F)F)CC1	91	-3	-1.2	-22	-1.8	-5	40	-8	1
Cc1cccc(-n2c(=S)[nH]c3nc4c(cc3c2=O)COC(C)(C)C4)c1	u	-19	1.2	-1	-0.2	2	21	4	-39
Cc1cccc2cc(CN(CCN(C)C)C(=S)NCc3ccco3)c(=O)[nH]c12	114	10	0.0	6	1.4	-28	22	15	11
O=C(Nc1ccc([N+](=O)[O-])cc1)/C(=C/c1cccc([N+](=O)[O-])c1)NC(=O)C1CCCCC1	99	1	-0.8	14	-3.0	1	14	0	0
O=C(CCc1nc2ccccc2s1)OCC(=O)N1CCN(C(=O)c2ccco2)CC1	105	-6	-2.3	-10	-3.2	-7	12	7	3
COCCCNC(=S)N1CCN(c2nc(-c3ccccc3)cs2)CC1	107	2	-0.3	-27	-1.3	-10	-3	-8	4
O=C(NCCCN1CCN(Cc2ccccc2Cl)CC1)Nc1ccccc1	117	-6	-2.8	18	1.8	-14	16	8	12
O=C(OCCN=C1NS(=O)(=O)c2ccccc21)c1ccccc1	127	-6	-5.2	-2	-1.9	-13	30	1	7
CCC(C)OC(=O)c1cc(C)nc2c(Br)cc(Br)cc12 (stereo not drawn)	107	-4	1.0	-1	-1.2	-6	4	0	3
COc1ccc(C2CC2/C(C)=N/OC(=O)c2ccc(F)cc2)cc1 (stereo not drawn)	125	2	-2.2	-24	-1.9	4	-2	-27	4
COc1cc(/C=N/n2c(C)n[nH]c2=S)ccc1OCc1ccccc1	103	8	-3.5	-9	-3.3	2	18	-8	-1
COc1cc2c(cc1NC(=O)COC(=O)[C@@H](NC(=O)c1ccccc1F)C(C)C)oc1ccccc12	105	-4	-0.1	-2	-0.6	7	22	-28	0
O=C(N1CCOCC1)N1CCc2ccccc21	110	-3	-3.6	-3	-2.0	-1	0	15	5

(further entries)
SMILES	MEKK2 WT-MEK5	PfM18AAP inh	VIM-2 inh	DNA FID counter	IMP-1 inh	NS3 helicase inh	NALP1 yeast inh	UBC9 SUMO inh	MEKK2 mut-MEK5
C=CCOC(=O)C1=C(C)N=c2s/c(=C3\C(=O)N(CC(=O)O)c4ccccc43)c(=O)n2C1c1ccc(OC)cc1 (stereo not drawn)	88	-4	-2.3	2	-4.5	15	-2	10	-16
C=C(C)Cn1c(N(CCO)Cc2ccccc2)nc2c1c(=O)[nH]c(=O)n2C	98	2	-4.7	-24	-3.3	13	33	2	3
CNS(=O)(=O)c1cccc(C(=O)OCC(=O)Nc2ccc(OC)cc2[N+](=O)[O-])c1	97	-6	-1.2	-12	-2.0	-1	-18	-21	-5
CCC(C)NC(=O)c1ccc2nc(Cc3ccc(OC)cc3)oc2c1 (stereo not drawn)	101	0	-2.4	-27	-2.2	-2	14	4	1
CC(C)n1c(SCC(=O)N2CCN(C)CC2)nc2c1c(=O)n(C)c(=O)n2C	95	-16	4.2	-2	-0.1	0	14	10	-7
O=C(CCCc1ccccc1)NCCC1=CCCCC1	90	-1	-0.9	-21	-1.1	5	-3	-3	-8
CCOCc1nnc(NC(=O)CS(=O)(=O)c2ccc(C)cc2)s1	77	4	-2.5	-10	-2.6	-6	4	7	-10
COc1ccc([N+](=O)[O-])cc1C(=O)C(=O)c1ccccc1	105	-3	0.6	8	0.6	5	11	4	0
COc1ccc(Br)cc1CNC(=O)CCCc1cn(C)c2ccccc12	102	-4	-1.0	-9	0.7	1	41	-1	-3
CCCCOc1ccccc1C1NC(=O)NC(C)=C1C(=O)OCCOC (stereo not drawn)	78	0	-0.2	-29	-2.4	-7	x	x	-9

Single records, as listed above. Order of screens: MEKK2 WT-MEK5	PfM18AAP inh	VIM-2 inh	DNA FID counter	IMP-1 inh	NS3 helicase inh	NALP1 yeast inh	UBC9 SUMO inh	MEKK2 mut-MEK5
COc1ccc(Br)cc1CNC(=O)CCCc1cn(C)c2ccccc12 in the list: 102	-4	-1.0	-9	0.7	1	41	-1	-3
COc1ccc([N+](=O)[O-])cc1C(=O)C(=O)c1ccccc1 in the list: 105	-3	0.6	8	0.6	5	11	4	0
CCOCc1nnc(NC(=O)CS(=O)(=O)c2ccc(C)cc2)s1 in the list: 77	4	-2.5	-10	-2.6	-6	4	7	-10
CCCCOc1ccccc1C1NC(=O)NC(C)=C1C(=O)OCCOC (stereo not drawn) in the list: 78	0	-0.2	-29	-2.4	-7	x	x	-9
C=C(C)Cn1c(N(CCO)Cc2ccccc2)nc2c1c(=O)[nH]c(=O)n2C in the list: 98	2	-4.7	-24	-3.3	13	33	2	3

Remaining list, next part
SMILES	MEKK2 WT-MEK5	PfM18AAP inh	VIM-2 inh	DNA FID counter	IMP-1 inh	NS3 helicase inh	NALP1 yeast inh	UBC9 SUMO inh	MEKK2 mut-MEK5
N=c1oc2cc(O)ccc2cc1C(=O)Nc1ccc(F)cc1	97	3	-3.4	4	-0.7	12	-3	6	2
CCS(=O)(=O)N1Cc2ccccc2CC1C(=O)N1CCN(c2ccccc2)CC1 (stereo not drawn)	95	-5	-1.3	-17	-0.6	3	4	-3	-3
Cn1c(=O)[nH]c(=O)c2c1nc(Br)n2CC(O)COc1ccccc1 (stereo not drawn)	102	-3	-4.3	-6	-2.8	2	17	13	-1
Cn1c(SCc2ccc(C#N)cc2)nnc1-c1ccncc1	105	0	-2.0	-2	-2.3	-1	-1	8	4
CN(C)C(=O)c1ccc(NC(=O)CSc2nc3ccccc3[nH]2)cc1	102	3	-3.9	-11	-1.9	5	-3	2	-1
Cc1c2c(nc3nc4ccccc4n13)CCCC2=O	101	5	-0.7	-4	-2.7	1	22	11	4
Cc1csc(SCCN2C(=O)c3ccccc3C2=O)n1	98	2	1.3	-5	-1.9	-1	16	5	1
